# GPR35 antagonists – inhibition of zaprinast-stimulated GPR35 beta-arrestin translocation – imaging, U2OS, beta-arrestin-GFP, zaprinast agonist, primary screen (AID 2058); U2OS GPR35 beta-arrestin-GFP translocation imaging, zaprinast antagonism; higher % means a stronger effect; 290,000 compounds, 0.052% hits; inhibition, % at 10 µM, or IC50 in µM where a hit was titrated;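 active means inhibition of at least 50% with at least 30 cells and total cytoplasm GFP at most 10,000,000; inconclusive means under 30 cells or total GFP of 10,000,000 plus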
# KOR beta-arrestin-1 – KOR antagonists, beta-arrestin recruitment, cell-based, luminescence, uHTS (AID 1778); inhibition, % at 10 µM; hits with a dose series show IC50 in µM; KOR beta-arrestin recruitment, luminescence, antagonist mode; higher % means a stronger effect; 290,000 compounds, 0.091% hits; in the data active means inhibition above about 50%; further: strong numbers were not always called active
# KOR beta-arrestin-2 – KOR agonists, beta-arrestin recruitment, primary screen, cell-based, luminescence, uHTS (AID 1777) | KOR beta-arrestin recruitment, luminescence; higher % means a stronger effect | one-dose activation, % at 10 µM; EC50 in µM for titrated hits | 280,000 compounds, 0.02% hits; in the data active means activation above about 50%, passing the limit was not always enough; further: a part of the inactive calls stands beside numbers as strong as those of hits
# HIV peptide binding – inhibitors of HIV fusion peptide binding, primary screen, biochemical, uHTS, fluorescence dequenching (AID 1986); 290,000 compounds, 0.3% hits; inhibition, % at 20 µM, or IC50 in µM where a hit was titrated; cell-free peptide binding, fluorescence dequenching, 30 min; higher % means a stronger effect; in the data active means inhibition mostly above about 52%, no sharp cut-off; inactive means mostly below about 76%; further: some results filed as inactive read as strong as hits
# SIAH1 antagonists – Siah-1 peptide-binding antagonists, primary screen, biochemical, fluorescence polarization, rhodamine-plectin, uHTS (AID 1817) | Siah-1 / rhodamine-plectin peptide fluorescence polarization; higher % means a stronger effect | displacement, % at 20 µM; hits with a dose series show IC50 in µM | 290,000 compounds, 0.02% hits;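 active means displacement of at least 50% at 20 µM, with a fluorescence ratio check between 0.3 and a set limit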;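 further: plate controls were Siah plus tracer with DMSO for no effect and tracer alone without Siah for full effect; strong numbers were not always called active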
# NOD1 NF-kB reporter – inhibition of NOD1-driven NF-kB reporter – cell-based, luminescence, uHTS, primary screen (AID 1578); 290,000 compounds, 1% hits; inhibition, % at 4 µM; hits with a dose series show EC50 in µM; NOD1-driven NF-kB luciferase reporter cells, luminescence; higher % means a stronger effect; in the data active means inhibition mostly above about 36%, no sharp cut-off; inactive means mostly below about 34%;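 further: HEK-293T reporter cells stimulated with the NOD1 agonist gamma-tri-DAP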
# AID2073 – inhibitors of Mint1-CaV2.2 protein interaction, biochemical, HTRF (AID 2073); HTRF protein-protein interaction, Mint1-CaV2.2; higher % means a stronger effect; one-dose inhibition, % at 20 µM; IC50 in µM for titrated hits; 290,000 compounds, 0.19% hits; in the data active means inhibition mostly above about 51%, no sharp cut-off; inconclusive means no clear call, values can overlap the other calls; inactive means mostly below about 53%; further: some results filed as inactive read as strong as hits
# GPR55 LPI antagonism – inhibition of LPI-stimulated GPR55 beta-arrestin translocation – imaging, U2OS, beta-arrestin-GFP, LPI agonist, primary screen (AID 2013); U2OS GPR55 beta-arrestin-GFP translocation imaging, LPI antagonism; higher % means a stronger effect; inhibition, % at 10 µM, or IC50 in µM where a hit was titrated; 290,000 compounds, 0.13% hits;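 active means spots per cell inhibited over 60%, with over 100 cells counted and total cytoplasm intensity under 500,000; inconclusive means wells with under 100 cells, flagged as likely toxic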;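 further: U2OS cells stably carrying GPR55 and arrestin-GFP stimulated by 5 µM LPI near EC80; imaged beta-arrestin-GFP aggregate spots per cell after agonist stimulation; plate controls were LPI-stimulated DMSO wells for no effect and DMSO wells without LPI for full effect; some results filed as inactive read as strong as hits; confirmed hits need IC50 under 10 µM and bright autofluorescent wells are also inconclusive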
# GPR55 activation – GPR55 agonists via beta-arrestin recruitment, primary screen, imaging, U2OS cells, beta-arrestin-GFP redistribution (AID 1961); U2OS GPR55 beta-arrestin-GFP redistribution imaging; higher % means a stronger effect; 290,000 compounds, 0.048% hits; activation, % at 10 µM, or EC50 in µM where a hit was titrated;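 active means activation above 40% with more than 50 cells counted in the well; inconclusive means wells holding fewer than 50 cells, flagged as toxic or sparse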;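 further: U2OS osteosarcoma cells stably expressing GPR55 and beta-arrestin-GFP; plate controls were DMSO negative control for no effect and LPI positive control for full effect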
# Numbers without * were called inactive; ? = inconclusive; . = not tested or not shown; [ ] = another dose, or the depositor's remark.
SMILES,GPR35 antagonists,KOR beta-arrestin-1,KOR beta-arrestin-2,HIV peptide binding,SIAH1 antagonists,NOD1 NF-kB reporter,AID2073,GPR55 LPI antagonism,GPR55 activation
COc1cc(OC)c(C(=O)COc2ncnc3ccccc23)c(OC)c1,-9.7%,22.2%,15.0%,3.2%,3.3%,1.8%,-2.5%,0.6%,-0.3%
CCC(C(=O)NCc1ccc(C)cc1)c1ccccc1 (configuration not stated),-2.0%,8.0%[20 µM],-10.3%,0.5%,1.3%,-19.7%,1.5%,-14.3%,-0.2%
O=C(CCSc1ccccc1)NC(=O)COC(=O)C1CCCCC1,0.3%,-32.9%,1.4%,0.2%,3.3%,-18.2%,-5.8%,-1.7%,0.1%
Cc1cccn2c(=O)c3cc(C#N)c(=NC(=O)c4cccs4)n(CC(C)C)c3nc12,-0.8%,3.9%,0.1%,12.6%,3.6%,-5.4%,5.3%,0.0%,-0.2%
COc1ccccc1C1=NOC(Cn2c(=O)c3c(ncn3C)n(C)c2=O)C1 (configuration not stated),1.5%,1.2%,12.0%,4.3%,-0.3%,-17.6%,-1.2%,3.4%,-0.1%
CC(NC(=O)CN(C)CC(=O)Nc1ccc(F)c(F)c1F)c1ccccc1 (configuration not stated),-0.4%,14.3%,0.1%,0.0%,-0.7%,-14.7%,18.0%,2.0%,-0.2%
CCC(C)[C@H](NS(=O)(=O)c1ccc(C)cc1)C(=O)N1CCC(C(=O)N2CCC(C(N)=O)CC2)CC1 (some centres not stated),6.7%,-52.5%[20 µM],0.3%,0.0%,0.8%,-16.9%,-1.4%,8.1%,-0.1%
COc1ccc(N2CC(O)=C(c3nc4ccccc4s3)C2=N)cc1,3.9%,-3.4%,-1.8%,1.0%,-5.0%,-10.9%,13.9%,15.3%,0.2%
Cc1ccc2cc(/C=C3\N=C(c4ccccc4)OC3=O)c(N3CCOCC3)nc2c1,16.0%,-14.3%,-2.4%,6.4%,32.9%,-7.2%,18.4%,-3.9%,-0.1%
CCCC[n+]1ccn(C2=C([O-])c3ccccc3C(=O)/C2=N\S(=O)(=O)c2ccc(Cl)cc2)c1,8.3%,9.2%,0.5%,0.2%,1.6%,0.8%,-9.8%,7.0%,0.3%
Cc1ccc(/C=N/NC(=O)Cn2cnc3c2c(=O)n(C)c(=O)n3C)s1,-8.8%,.,.,0.7%,5.8%,-26.6%,-7.5%,9.7%,-0.2%
O=C(N/N=C/C(Br)=C/c1ccccc1)c1cnccn1,8.1%,16.2%,3.3%,-1.9%,-0.1%,-5.1%,-4.5%,1.6%,0.9%
CN1CCN(CC(=O)c2ccccc2F)CC1,3.5%,-1.2%,-4.4%,-0.6%,-1.1%,20.4%,4.5%,0.0%,0.0%
COc1cccc(Cl)c1NC(=O)N1CCc2c([nH]c3ccccc23)C1C(F)(F)F (configuration not stated),2.0%,3.2%,-3.8%,0.7%,5.1%,-9.9%,4.9%,-0.7%,0.2%
COCC(=O)Nc1cc(C(=O)NCC(C)C)ccc1Cl,-5.9%,-15.3%,4.1%,0.0%,4.2%,-9.8%,0.7%,-3.4%,-0.3%
CC1Cc2ccccc2N1C(=O)c1cccnc1 (configuration not stated),20.2%,-52.2%,-4.3%,-0.6%,-2.7%,20.4%,2.3%,8.5%,0.2%
O=P(OC1CCCCC1)(OC1CCCCC1)C(O)c1ccccc1 (configuration not stated),7.4%,19.3%,-6.5%,1.2%,2.0%,-19.8%,30.8%,5.2%,-0.1%
CC1=C(C)/C(=N\OC(=O)/C=C/c2ccccc2)C=CC1=O,4.4%,1.7%,-2.5%,-2.1%,3.3%,25.0%,-29.4%,8.3%,0.3%
COc1cc2c(cc1OC)CN(C1CCCN(Cc3cc(Cl)ccc3O)C1)CC2 (configuration not stated),-11.6%,-40.7%,8.9%,-0.8%,1.6%,-11.0%,2.5%,11.9%,-0.1%
CC(=O)NC(NC(=S)Nc1c(C)n(C)n(-c2ccccc2)c1=O)C(Cl)(Cl)Cl (configuration not stated),5.3%,15.8%,-5.0%,0.1%,7.2%,-15.8%,-1.6%,3.3%,0.2%
O=C(OCC(=O)N1CCCc2ccccc21)c1ccc(Cl)nc1,10.7%,41.8%,-2.3%,2.4%,-2.2%,-14.7%,-0.8%,-5.0%,0.2%
O=C(NCCN1CCCCC1)Nc1ccccc1F,14.8%,18.0%,-1.8%,-1.3%,-3.5%,14.3%,3.7%,10.7%,-0.1%
CCNC(=O)c1ccc(NS(=O)(=O)c2ccc3[nH]c(=O)[nH]c3c2)cc1,0.8%,11.9%,0.9%,0.4%,-2.2%,-14.1%,6.5%,-3.1%,0.3%
COc1ccc(OC)c(CN2CCN(C(=O)c3cc4ccccc4cc3O)CC2)c1,-6.9%,-13.4%,5.6%,-1.2%,2.7%,-46.1%,9.6%,7.1%,-0.1%
Cn1c(C(=O)NCCc2ccsc2)cc2c(=O)n(C)c3ccccc3c21,21.6%,21.1%,-1.2%,-2.1%,-0.6%,4.7%,9.7%,0.6%,-0.1%
CC(C)COP(=O)(OCC(C)C)C(Nc1ccccc1)c1ccc2c(c1)OCO2 (configuration not stated),6.8%,0.4%,1.1%,-0.6%,-0.5%,15.9%,-2.0%,-14.5%,0.3%
COC(=O)[C@@H]1CC[C@H](C)[C@@H](c2ccc(C)cc2)N1C(=O)c1ccc(/C=N/OCC[C@@H]2C=C[C@H](OC(C)=O)[C@@H](COC(C)=O)O2)cc1,-11.2%,-23.0%,5.5%,0.7%,-1.8%,52.3%,1.8%,-6.6%,-0.1%
CC(C)(C)NC(=O)C1CCC(CNc2c(N3CCCCC3)c(=O)c2=O)CC1 (configuration not stated),1.6%,-12.3%,1.3%,0.7%,2.7%,1.1%,10.0%,19.9%,-0.1%
Cc1noc(NS(=O)(=O)c2ccc(N/C=C/C(=O)c3cccnc3)cc2)c1C,4.4%,13.9%,-1.4%,0.4%,9.7%,-14.9%,1.7%,8.8%,-0.1%
CCCCn1c(-c2ccc(OC(F)F)cc2)nc2c1c(=O)[nH]c(=O)n2CC(C)C,-0.9%,-8.2%,-4.7%,-1.8%,-5.4%,-3.2%,12.3%,7.5%,-0.2%
CN1CCCN(C(=O)/C=C/c2ccc(F)cc2)CC1,17.8%,30.3%,-1.4%,-3.6%,-3.4%,-22.5%,4.3%,1.2%,?
CCOC(=O)c1c(NC(=O)CCc2ccc(CC)o2)sc(C)c1C,9.7%,-8.3%,0.3%,-3.0%,7.5%,.,-18.8%,21.0%,-0.2%
COCCCn1c(=NC(=O)c2ccncc2)c(C#N)cc2c(=O)n3cccc(C)c3nc21,-2.4%,32.1%,-3.4%,86.5%,-0.7%,-7.9%,?,0.1%,-0.2%
COc1ccc(-c2ncccc2OC(=O)C23CC4CC(CC(C4)C2)C3)cc1,-0.8%,1.3%,1.3%,1.0%,5.9%,0.8%,5.2%,15.6%,-0.1%
O=C(NC1CCCC1)C(c1ccc(N2CCOCC2)cc1)N(Cc1ccccc1)C(=O)c1ccco1 (configuration not stated),-3.7%,-8.2%,-3.7%,0.8%,-0.1%,-1.8%,3.6%,2.7%,-0.2%
COc1ccc(C)cc1NC(=O)CCCNC(=O)Cn1cnc2sc(C)c(C)c2c1=O,14.4%,-22.0%,-2.4%,-0.7%,14.0%,-32.9%,-3.2%,-4.5%,-0.2%
COC(=O)C1=C(O)/C(=C\c2cc(C)n(-c3ccc(F)cc3)c2C)N=C1C,-1.9%,-37.3%,0.8%,18.2%,1.3%,-12.7%,6.5%,-12.0%,-0.4%
COc1ccccc1NC(=S)N(Cc1ccccc1)Cc1cccs1,-7.9%,-27.8%,-1.4%,-1.7%,-10.8%,28.5%,-20.5%,-0.4%,0.1%
COc1cc(/C=N/n2cnnc2)ccc1OC(=O)c1ccco1,23.9%,9.2%[20 µM],-5.3%,-0.1%,-0.8%,-9.7%,1.6%,4.5%,-0.1%
CSc1ccccc1NC(=O)NCCCl,-2.6%,-3.7%,1.5%,-1.4%,5.7%,-24.6%,-0.1%,10.7%,2.2%
CNC(=O)c1c(NC(=O)c2cccc(C)c2)sc2c1CCC2,13.8%,11.8%,3.3%,0.6%,-5.3%,108.8%*,10.5%,-17.1%,0.4%
COc1ccc(Cl)cc1S(=O)(=O)NCc1cccnc1,-7.9%,23.3%,-0.1%,-0.8%,2.9%,-1.8%,9.2%,-2.1%,0.0%
Cc1ccc(NC(=O)C2CCCN(S(=O)(=O)c3c(C)noc3C)C2)c(Br)c1 (configuration not stated),23.5%,-49.0%,3.9%,0.3%,-3.5%,-12.2%,3.3%,1.0%,0.0%
CC1CCN(C(c2cccs2)c2nnnn2Cc2ccccc2)CC1 (configuration not stated),5.2%,-3.5%,0.9%,4.1%,4.6%,-49.6%,3.9%,5.3%,-0.1%
COc1ccc(-c2nsc3c(N4CCN(S(=O)(=O)c5ccccc5F)CC4)ncnc23)cc1,-2.2%,-14.1%,-0.6%,-1.5%,-2.0%,-5.3%,1.3%,-7.2%,0.2%
O=C(CN1C(=O)C2C3C=CC(C3)C2C1=O)Nc1cccc(S(=O)(=O)N2CCCC2)c1 (configuration not stated),-3.7%,18.1%,4.0%,-2.7%,9.0%,-34.0%,-1.1%,-9.6%,0.2%
Cc1cccc(C2Nc3ccccc3C(=O)N2NC(=O)c2ccc([N+](=O)[O-])cc2)n1 (configuration not stated),8.7%,3.9%,5.8%,0.6%,25.4%,-25.1%,-4.0%,-3.5%,0.1%
COc1cccc(-c2nc(CS(=O)(=O)CC(=O)N3CCN(C4CCCCC4)CC3)c(C)o2)c1,-3.2%,33.2%,-4.3%,-1.0%,0.9%,-8.9%,-8.9%,6.7%,-0.2%
O=C(NC1CCCC1)c1cc2c(ccc3ccccc32)o1,-8.7%,-25.3%,-6.5%,-2.4%,4.0%,-56.6%,3.1%,6.6%,0.0%

# Whole records, quoted from the list. Order of screens: GPR35 antagonists | KOR beta-arrestin-1 | KOR beta-arrestin-2 | HIV peptide binding | SIAH1 antagonists | NOD1 NF-kB reporter | AID2073 | GPR55 LPI antagonism | GPR55 activation
# Profile of COc1cccc(-c2nc(CS(=O)(=O)CC(=O)N3CCN(C4CCCCC4)CC3)c(C)o2)c1 = -3.2% | 33.2% | -4.3% | -1.0% | 0.9% | -8.9% | -8.9% | 6.7% | -0.2%
# Profile of COc1ccc(-c2nsc3c(N4CCN(S(=O)(=O)c5ccccc5F)CC4)ncnc23)cc1 = -2.2% | -14.1% | -0.6% | -1.5% | -2.0% | -5.3% | 1.3% | -7.2% | 0.2%
# Profile of COc1ccc(C)cc1NC(=O)CCCNC(=O)Cn1cnc2sc(C)c(C)c2c1=O = 14.4% | -22.0% | -2.4% | -0.7% | 14.0% | -32.9% | -3.2% | -4.5% | -0.2%

# Not all compounds are listed. The share of hits here may be higher or lower than overall.
